Shiga inhibitor: blocks Shiga toxin action in Vero cells; inhibition, % at 38.7 µM; 290,000 compounds, 9.2% hits; Vero cells, Shiga toxin protein synthesis inhibition reporter; in the data active means inhibition mostly above about 28%, no sharp cut-off; inactive means mostly below about 43%; further: 0% is about no effect
AMA1-RON2 inh: disrupts binding of P. falciparum AMA1 to RON2; Potency, µM (doses to about 58.2 µM), for the others: at the top dose activity change, negative = inhibition, usual class: inhibitors; AlphaScreen AMA1-biotinylated RON2 peptide binding; 360,000 compounds, 0.2% hits;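 further: potency means the concentration at half of the fitted maximal effect; 0% = vehicle wells and -100% = peptide control; nearly all actives have a fitted effect of over 45% in size; some results filed as inactive show a strong effect at the top dose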
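AMA1 (3D7) with his tag at 25 nM final met compounds first, then biotinylated RON2 peptide at 25 nM; detection used donor plus acceptor beads, 10 µg/mL apiece, read by AlphaScreen after 30 min at room temperature.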
TbPYK inhibitor: blocks Trypanosoma brucei pyruvate kinase | Q57TT1 | TbPYK enzyme, Kinase-Glo Plus ATP luminescence, 45 min | Potency, µM (titrated, usually from 76.8 µM), without a hit: top-dose activity, negative = inhibition, hits mostly inhibitors | 410,000 compounds, 0.12% hits | AID 624173; further: potency means the concentration at half of the fitted maximal effect; on the % scale 0 is the no-effect control and ±100 the full control effect; nearly all actives have a fitted effect of over 50% in size
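Activity of T. brucei pyruvate kinase was followed by Kinase-Glo Plus luminescence after the enzyme reacted 45 min at room temperature with 130 uM ADP (final) and substrate. Test compounds were added before ADP at multiple concentrations.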
Cycloheximide cs: affects cycloheximide protein synthesis inhibition readout, counter-screen | max response, % | 300,000 compounds, 12% hits | cell reporter, cycloheximide protein synthesis inhibition counterscreen; in the data active means max response mostly above about 13%, no sharp cut-off; inactive means mostly below about 14%; further: read at 38.3 µM for the half of the compounds with a filed dose; 0% is about no effect
Pf growth 96h: P. falciparum growth inhibition at 96 hours; P. falciparum luciferase reporter growth, 96 h; Potency, µM (titrated, usually from 28.7 µM), inactives show at the top dose activity change, negative = inhibition, actives largely listed as inhibitors; 320,000 compounds, 6.9% hits; AID 504834; further: potency means the concentration at half of the fitted maximal effect; on the % scale 0 is the no-effect control and ±100 the full control effect
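P. falciparum expressing integrated firefly luciferase, in erythrocytes at 2% hematocrit, 0.05% parasitemia, incubated with compounds 96 h at 37 C, 5% CO2. Growth inhibition read as loss of luminescence; two-generation exposure targets delayed-death apicoplast inhibitors.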
LmPK inhibitor: LmPK (Leishmania mexicana) enzyme inhibition | Potency, µM (titrated, usually from 57.5 µM), for inactives: at the top dose activity change, negative = inhibition, usual class: inhibitors | purified LmPK, Kinase-Glo ATP luminescence, 1 h | 290,000 compounds, 0.37% hits | Q27686 | AID 1721; further: potency means the concentration at half of the fitted maximal effect; on the % scale 0 is the no-effect control and ±100 the full control effect
Target sequence (Q27686 whole entry, looked up): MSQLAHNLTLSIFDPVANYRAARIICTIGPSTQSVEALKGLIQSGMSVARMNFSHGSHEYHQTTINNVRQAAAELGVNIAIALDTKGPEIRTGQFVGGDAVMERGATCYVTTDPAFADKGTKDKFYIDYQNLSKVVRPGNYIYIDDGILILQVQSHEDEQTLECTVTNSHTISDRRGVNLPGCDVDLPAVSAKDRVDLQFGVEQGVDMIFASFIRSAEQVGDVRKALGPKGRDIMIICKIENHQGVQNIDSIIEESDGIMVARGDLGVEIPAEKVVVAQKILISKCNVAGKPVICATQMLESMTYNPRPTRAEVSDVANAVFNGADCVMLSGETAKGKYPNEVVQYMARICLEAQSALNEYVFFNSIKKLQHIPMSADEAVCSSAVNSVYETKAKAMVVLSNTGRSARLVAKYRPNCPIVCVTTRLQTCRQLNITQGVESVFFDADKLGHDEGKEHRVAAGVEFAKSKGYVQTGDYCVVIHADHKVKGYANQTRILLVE
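qHTS format; LmPK 0.1 nM; substrates PEP 0.5 mM and ADP 0.1 mM. One-hour room-temperature incubation, then coupled luciferase luminescence; 0.5 nM enzyme wells mark activation.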
Pf growth 48h: inhibits P. falciparum growth in the first generation, 48 h | P. falciparum luciferase growth in erythrocytes, 48 h | Potency, µM (highest dose often 28.7 µM), for inactives: at the highest dose activity change, negative = inhibition, actives largely listed as inhibitors | 310,000 compounds, 5.9% hits | AID 504832; further: potency means the concentration at half of the fitted maximal effect; on the % scale 0 is the no-effect control and ±100 the full control effect
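Luciferase-expressing parasites in RBCs, 2% Hct / 0.1% parasitemia final; RPMI 1640 + 0.5% Albumax; 37 C, 5% CO2, one generation; luminescence read-out, lower signal = inhibition.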
An asterisk follows results filed as active; & = joins results of further samples; [ ] = remark or other dose. Unless noted, the call rests on the fitted dose curve; in most records, active means well fitted curve in the direction sought with a large enough effect; inconclusive means small, poorly fitted or top-dose-only effect, or another doubt; inactive means no such curve, though single readings can be large; an effect the other way counts as inactive or inconclusive.

`CC1CCCCC1NC(=O)c1ccc(S(=O)(=O)NCc2ccco2)cc1` (configuration not stated) gave Shiga inhibitor 62*, AMA1-RON2 inh 0%, TbPYK inhibitor 13%, Cycloheximide cs 40*, Pf growth 96h inconclusive, LmPK inhibitor 3% and Pf growth 48h inconclusive.
`COC(=O)c1ccc(N2C(=O)CC(N3CCC(n4c(=O)[nH]c5ccccc54)CC3)C2=O)cc1` (configuration not stated) gave Shiga inhibitor 15, AMA1-RON2 inh 0%, TbPYK inhibitor -8%, Cycloheximide cs -2, LmPK inhibitor 0% and Pf growth 48h -18%.
For C=CCn1c(P(C)(=O)O)nc2ccccc21 the results were Shiga inhibitor 37&-4, AMA1-RON2 inh 10%&21%, TbPYK inhibitor 4%&-3%, Cycloheximide cs -15&-7, Pf growth 96h 17%&-15%, LmPK inhibitor 3%&1% and Pf growth 48h 13%&4%.
For Cc1c(Cl)cccc1NC(=O)c1cc(S(=O)(=O)N2CCOCC2)cn1C the results were Shiga inhibitor -2, AMA1-RON2 inh 0%, TbPYK inhibitor 3%, Cycloheximide cs -3, Pf growth 96h inconclusive, LmPK inhibitor 6% and Pf growth 48h -19%.
`CC(C)CCC(CCNCc1ccccn1)c1ccc2c(c1)OCO2` (configuration not stated) gave Shiga inhibitor -7, AMA1-RON2 inh 15%, TbPYK inhibitor 10%, Cycloheximide cs 1, Pf growth 96h 10µM*, LmPK inhibitor 0% and Pf growth 48h inconclusive.
CC(C)CN1C2CCCC1CC(NC(=S)NCc1ccco1)C2 (configuration not stated) was read as Shiga inhibitor -5, AMA1-RON2 inh -21%, TbPYK inhibitor 2%, Cycloheximide cs -2, Pf growth 96h -29%, LmPK inhibitor 1% and Pf growth 48h -25%.
Screening CCCc1nnc(NC(=O)CCC(=O)NCc2ccccc2OC)s1 returned Shiga inhibitor -8, AMA1-RON2 inh -5%, TbPYK inhibitor -1%, Cycloheximide cs 4, Pf growth 96h inconclusive, LmPK inhibitor 3% and Pf growth 48h 3%.
Screening Cc1ccc2c(Cl)c(C(=O)NC3CC3)sc2c1 returned Shiga inhibitor 61*, AMA1-RON2 inh -4%, TbPYK inhibitor 7%, Cycloheximide cs 47*, Pf growth 96h 111%[activator], LmPK inhibitor -9% and Pf growth 48h 86%[activator].
Screening CC(NC(=O)Cc1ccc([N+](=O)[O-])cc1)c1ccc2c(c1)OCO2 (configuration not stated) returned Shiga inhibitor -2, AMA1-RON2 inh 13%, TbPYK inhibitor 5%, Cycloheximide cs 1, Pf growth 96h 30%[activator], LmPK inhibitor 7% and Pf growth 48h inconclusive.
For O=C(NCCN1CCN(C(=O)c2ccccc2Cl)CC1)C(=O)NCc1ccccc1 the results were Shiga inhibitor 25, AMA1-RON2 inh 1%, TbPYK inhibitor 5%, Cycloheximide cs -4, Pf growth 96h 3%, LmPK inhibitor 1% and Pf growth 48h 5%.
Screening CCc1ccc(CN(C)Cc2nc(-c3cccc(Cl)c3)no2)nc1 returned Shiga inhibitor -9, AMA1-RON2 inh 17%, TbPYK inhibitor 2%, Cycloheximide cs -1, Pf growth 96h inconclusive, LmPK inhibitor -8% and Pf growth 48h 11%.
For O=S(=O)(Nc1nc2ccccc2nc1Nc1ccc2c(c1)OCO2)c1ccccc1 the results were Shiga inhibitor 11, AMA1-RON2 inh 6%, TbPYK inhibitor 11%, Cycloheximide cs -1, Pf growth 96h 38%[activator], LmPK inhibitor 4% and Pf growth 48h 1%.
CN(CC(=O)Nc1ccc(F)cc1)c1ccc(S(=O)(=O)N2CCCCC2)cc1[N+](=O)[O-] was read as Shiga inhibitor 11, AMA1-RON2 inh -7%, TbPYK inhibitor -5%, Cycloheximide cs -2, Pf growth 96h inconclusive, LmPK inhibitor 5% and Pf growth 48h inconclusive.
O=C(CSc1n[nH]c(-c2cccnc2)n1)Nc1ccccc1[N+](=O)[O-] was read as Shiga inhibitor 18, AMA1-RON2 inh -21%, TbPYK inhibitor 0%, Cycloheximide cs -3, Pf growth 96h 2%, LmPK inhibitor -4% and Pf growth 48h 2%.
`Cc1ccc2nc(NCCO)nc(-c3ccccc3)c2c1` gave Shiga inhibitor 15, AMA1-RON2 inh 11%, TbPYK inhibitor 3%, Cycloheximide cs -1, Pf growth 96h -1%, LmPK inhibitor 1% and Pf growth 48h 14%.
COc1ccccc1NC(=O)CSc1ccc(-c2ccc(-n3cccn3)cc2)nn1 was read as AMA1-RON2 inh -1%, TbPYK inhibitor 3%, Pf growth 96h inconclusive and Pf growth 48h inconclusive.
For Cc1c(NC(=O)CCC2CCCCC2)cc(C(=O)N2CCOCC2)cc1[N+](=O)[O-] the results were Shiga inhibitor -6, AMA1-RON2 inh 41%[activator], TbPYK inhibitor 5%, Cycloheximide cs -3, Pf growth 96h 37%[activator], LmPK inhibitor 14% and Pf growth 48h inconclusive.
For CC[n+]1c(/C=C/c2ccc(OC(C)=O)c(OC)c2)ccc2ccccc21 the results were Shiga inhibitor 61*, AMA1-RON2 inh -1%, TbPYK inhibitor 12%, Cycloheximide cs 40*, Pf growth 96h inconclusive, LmPK inhibitor -3% and Pf growth 48h inconclusive.
Screening COC(=O)CCc1c(COC(C)=O)[nH]c(C(=O)OCc2ccccc2)c1C returned Shiga inhibitor -9, AMA1-RON2 inh 10%, TbPYK inhibitor 3%, Cycloheximide cs -7, Pf growth 96h inconclusive, LmPK inhibitor 7% and Pf growth 48h inconclusive.
For O=C1C(=O)N(CC2CCCO2)C(c2ccco2)/C1=C(/O)c1ccc(F)cc1 (configuration not stated) the results were Shiga inhibitor 12, AMA1-RON2 inh 3%, TbPYK inhibitor 4%, Cycloheximide cs -1, Pf growth 96h 12%, LmPK inhibitor 1% and Pf growth 48h -6%.
Cc1cccc(OCC(=O)N(Cc2cccs2)C2CCS(=O)(=O)C2)c1 (configuration not stated) was read as Shiga inhibitor -4, AMA1-RON2 inh 8%, TbPYK inhibitor -2%, Cycloheximide cs -2, Pf growth 96h 33%[activator], LmPK inhibitor 1% and Pf growth 48h inconclusive.
For Cc1cccc(-c2nc(CS(=O)CC(=O)NCCc3ccccc3)c(C)o2)c1 (configuration not stated) the results were Shiga inhibitor 3, AMA1-RON2 inh -6%, TbPYK inhibitor 12%, Cycloheximide cs -4, Pf growth 96h 5.2µM*, LmPK inhibitor -10% and Pf growth 48h 12%.
`Cn1c(O)c(C=NC2CCCCCC2)c(=O)[nH]c1=S` gave Shiga inhibitor -4, AMA1-RON2 inh -9%, TbPYK inhibitor -5%, Cycloheximide cs 16, Pf growth 96h -71%, LmPK inhibitor -10% and Pf growth 48h 0%.
For CC(C)N=C1SC(CC(=O)Nc2ccccc2)C(=O)N1C(C)C (configuration not stated) the results were Shiga inhibitor -6, AMA1-RON2 inh 5%, TbPYK inhibitor 4%, Cycloheximide cs -1, Pf growth 96h 9%, LmPK inhibitor 0% and Pf growth 48h -16%.
O=C(CCC1CCCN(C(=O)c2ccc3c(c2)OCO3)C1)NCc1ccc(F)c(F)c1 (configuration not stated) was read as Shiga inhibitor 41*, AMA1-RON2 inh -4%, TbPYK inhibitor 6%, Cycloheximide cs 15*, Pf growth 96h inconclusive, LmPK inhibitor -6% and Pf growth 48h inconclusive.
For [N-]=[N+]=NC[C@H](Cc1ccccc1)N1CC[C@@H](O)CCC1=O the results were Shiga inhibitor 13, AMA1-RON2 inh 0%, TbPYK inhibitor -5%, Cycloheximide cs -3, Pf growth 96h -20%, LmPK inhibitor 1% and Pf growth 48h 18%.
`Nc1nnnn1CC(=O)OCc1cccc(Br)c1` gave Shiga inhibitor -13, AMA1-RON2 inh -1%, TbPYK inhibitor 1%, Cycloheximide cs -4, LmPK inhibitor 3% and Pf growth 48h 14%.
COc1ccc(C(=O)CSc2nnc(-c3ccoc3C)n2CC2CCCO2)cc1 (configuration not stated) was read as Shiga inhibitor -22, AMA1-RON2 inh 23%, TbPYK inhibitor -6%, Cycloheximide cs -2, Pf growth 96h 4%, LmPK inhibitor 6% and Pf growth 48h -13%.
Screening O=S(=O)(c1ccccc1)N1CCC(N2CCN(c3ccccc3)CC2)CC1 returned Shiga inhibitor -6, Cycloheximide cs -5, Pf growth 96h 25%, LmPK inhibitor 0% and Pf growth 48h 24%.
`Cc1ccc(NC(=O)Cc2ccc3c(c2)OCCO3)cc1S(=O)(=O)N1CCCCC1` gave Shiga inhibitor -5, AMA1-RON2 inh -4%, TbPYK inhibitor -3%, Cycloheximide cs 12, Pf growth 96h 5.2µM*, LmPK inhibitor 1% and Pf growth 48h 171%[activator].
Screening CC(=O)CSc1nc2ccccc2s1 returned Shiga inhibitor 61, AMA1-RON2 inh 18%, TbPYK inhibitor 0%, Cycloheximide cs 25*, Pf growth 96h 57%[activator], LmPK inhibitor -6% and Pf growth 48h 84%[activator].
`O=C(Nc1cc2c(oc1=O)CCCC2=O)c1ccccc1` gave Shiga inhibitor 17*, AMA1-RON2 inh -11%, TbPYK inhibitor 1%, Cycloheximide cs 33*, Pf growth 96h 63%[activator], LmPK inhibitor -3% and Pf growth 48h 44%[activator].
`O=C(O)CCCNC(=O)c1ccc(NC(=O)Cc2ccc(Cl)cc2)cc1` gave Shiga inhibitor 2, AMA1-RON2 inh 10%, TbPYK inhibitor 6%, Cycloheximide cs 1, Pf growth 96h inconclusive, LmPK inhibitor -5% and Pf growth 48h 3%.
Screening O=C1CC(c2ccco2)CC(O)=C1C=Nc1ccc(Br)cc1 (configuration not stated) returned Shiga inhibitor -5, AMA1-RON2 inh -2%, TbPYK inhibitor -6%, Cycloheximide cs 11, LmPK inhibitor 1% and Pf growth 48h -12%.
For COc1ccccc1C(OC(=O)c1ccco1)C(=O)NCc1ccc(F)cc1 (configuration not stated) the results were Shiga inhibitor 24, AMA1-RON2 inh -1%, TbPYK inhibitor 0%, Cycloheximide cs -5, Pf growth 96h -7%, LmPK inhibitor -2% and Pf growth 48h 4%.
COc1ccc(NC(=O)CN(C)C(=O)C(Sc2ccccc2)c2ccccc2)cc1 (configuration not stated) was read as AMA1-RON2 inh -1%, TbPYK inhibitor -1%, Pf growth 96h inconclusive and Pf growth 48h inconclusive.
`CSc1sc(C(=O)OC(C)C)c2c1C(=O)CC(C)(C)C2` gave Shiga inhibitor -8, AMA1-RON2 inh -1%, TbPYK inhibitor -4%, Cycloheximide cs 2, Pf growth 96h inconclusive, LmPK inhibitor 7% and Pf growth 48h 7.4µM*.
CCn1c(C(=O)N2CCc3ccccc3C2)cc2oc3ccccc3c21 was read as Shiga inhibitor 7, AMA1-RON2 inh inconclusive, TbPYK inhibitor 3%, Cycloheximide cs 6, Pf growth 96h 211%[activator], LmPK inhibitor 7% and Pf growth 48h 6%.
For Cn1cnnc1SCC(=O)Nc1ccc(OC(F)F)cc1 the results were Shiga inhibitor 11, AMA1-RON2 inh -2%, TbPYK inhibitor 6%, Cycloheximide cs 2, Pf growth 96h -4%, LmPK inhibitor -8% and Pf growth 48h 13µM*.
